# Screens: PubChem, several laboratories
# dFosB activator: activators of delta FosB homodimer, primary screen, biochemical, fluorescence polarization, TAMRA-CDK5 oligo, single point. Protein FosB (Mus musculus), P13346. purified delta FosB; percent of positive-control signal above neutral wells. activation, % at 25 µM. 340,000 tested, 0.99% active. AID 493131, 2011;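 active = mean activation above about 17%, with every replicate also reaching it, limit read from the data, passing the limit was not always enough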;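 note: fluorescence polarization rise as delta FosB binds a TAMRA Cdk5 AP-1 oligo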
# Target sequence (P13346 whole entry, looked up): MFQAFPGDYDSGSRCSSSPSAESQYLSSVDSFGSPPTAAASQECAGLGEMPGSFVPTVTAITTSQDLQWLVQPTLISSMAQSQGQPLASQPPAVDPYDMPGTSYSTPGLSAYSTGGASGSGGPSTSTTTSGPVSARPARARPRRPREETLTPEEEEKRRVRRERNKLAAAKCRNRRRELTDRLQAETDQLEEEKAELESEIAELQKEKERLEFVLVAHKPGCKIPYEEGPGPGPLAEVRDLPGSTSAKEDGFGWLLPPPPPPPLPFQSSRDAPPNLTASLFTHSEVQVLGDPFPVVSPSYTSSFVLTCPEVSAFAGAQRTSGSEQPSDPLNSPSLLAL
# CDK5 p35 inh: inhibitors of human CDK5/p35 kinase, primary screen, biochemical, single concentration. Cyclin-dependent kinase 5 (Homo sapiens) + Cyclin-dependent kinase 5 activator 1 (Homo …. inhibition, % at 10 µM. Recombinant CDK5/p35, ADP-Glo luminescence, 60 min. 330,000 tested, 0.01% active;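 active = highest replicate inhibition of at least 50% and at least 75% of replicates reaching 50%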;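 note: plate controls were DMSO neutral control for no effect and GW8510 at 10 µM for full effect; many of its hits are not listed in these tables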
# HTR5A ag: HTR5A agonists in luminescence cell assay, primary screen, counter-screen for OPRM1-OPRD1 heterodimer agonist project, full-deck HTS; activation, % at 9.3 µM; AID 504692, 2011; cell-based; 340,000 tested, 0.61% active; in the data active = activation mostly above about 9.5%, no sharp cut-off; inactive = mostly below about 7.6%;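 note: 0% = cells with vehicle only and 100% = reference agonist; strong numbers were not always called active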
# Target sequence (P47898 whole entry, looked up): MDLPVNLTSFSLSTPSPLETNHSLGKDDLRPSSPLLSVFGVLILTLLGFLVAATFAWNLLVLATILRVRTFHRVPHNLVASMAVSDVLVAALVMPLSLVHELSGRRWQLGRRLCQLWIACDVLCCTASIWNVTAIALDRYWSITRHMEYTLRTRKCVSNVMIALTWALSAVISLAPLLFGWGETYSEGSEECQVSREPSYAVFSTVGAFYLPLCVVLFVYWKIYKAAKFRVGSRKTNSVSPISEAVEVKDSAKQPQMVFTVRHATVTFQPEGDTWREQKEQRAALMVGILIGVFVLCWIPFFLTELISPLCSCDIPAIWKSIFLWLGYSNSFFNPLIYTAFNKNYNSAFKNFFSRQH
# SR-BI HDL uptake: inhibitors of SR-BI mediated HDL lipid uptake, primary screen, ldlA[mSR-BI] cells, fluorescence, single point | Scavenger receptor class B member 1 (Mus musculus), Q61009 | ldlA[mSR-BI] CHO cells, DiI-HDL uptake fluorescence, 3 h | inhibition, % at 12.5 µM | 320,000 tested, 0.96% active | AID 488896, 2010;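 active = mean replicate inhibition of at least 70% and a set share of replicates each scoring 70 or more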;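 note: 0% = median of neutral control wells and 100% = median of positive control wells; values of inactives mirror those of a sister screen read the other way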
# SR-BI uptake up: activators of SR-BI mediated DiI-HDL uptake, primary screen, ldlA[mSR-BI] CHO cells, DiI fluorescence; 3 h; 100 = double the neutral-control signal; activation, % at 12.5 µM; 320,000 tested, 0.096% active; AID 504775, 2011;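 active = mean replicate activation of at least 60% and every replicate at or above 60%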;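 note: 0% = median plate neutral-control signal and 100% = twice that signal; values of inactives mirror those of a sister screen read the other way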
#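 System: LDL receptor-deficient CHO ldlA cells overexpressing murine SR-BI | Timing: 3 h uptake period with compound, 37 °C | Medium: HEPES-buffered (25 mM, pH 7.4) F12 plus 0.5% BSA | Dosing: Single-point compound dose | Signal: Bottom-read fluorescence, 550/595 nm | Read-out: Retained DiI signal reflecting DiI-HDL uptake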
# RTF Ca sens act: cardiac RTF calcium sensitivity activators, primary screen, biochemical, IANBD-TnC fluorescence, EC20 calcium; AID 493008, 2010; Troponin I, cardiac muscle (Homo sapiens) + Troponin T, cardiac muscle (Homo sapiens) + …; IANBD-labeled TnC RTF fluorescence at EC20 calcium; 0% EC20 calcium, 100% full calcium; 340,000 tested, 0.24% active; activation, % at 7.2 µM;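 active = activation above the mean over all tested compounds plus 3 SD, cut at about 30% in these data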;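 note: rise in fluorescence read as greater calcium sensitivity of cardiac thin filaments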
# Wnt bcat act: Wnt/beta-catenin pathway activators, primary screen, cell-based, plate reader, single point | Wnt/beta-catenin reporter cell assay, activator | activation, % at 9.35 µM | 300,000 tested, 1.2% active | AID 743398, 2014; in the data active = activation above about 30%, passing the limit was not always enough;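 note: 0% = neutral control wells and 100% = positive control wells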
# PvdQ inh: P. aeruginosa PvdQ acylase inhibitors, primary screen, biochemical, fluorescence, plate reader and imaging, single point | PvdQ acylase [Pseudomonas aeruginosa LESB58] | purified PvdQ acylase | inhibition, % at 10 µM | 340,000 tested, 0.063% active | AID 488965, 2010; in the data active = inhibition above about 30%, passing the limit was not always enough;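 note: 0% = vehicle neutral wells and 100% = reference inhibitor wells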
# MITF act: activators of MITF-driven TRPM1 promoter reporter, primary screen, cell-based, SK-MEL-5, luciferase, single point; SK-MEL-5 TRPM1-promoter luciferase, 24 h; % of positive control, neutral wells = 0; activation, % at 12.5 µM; 300,000 tested, 0.75% active; AID 588334, 2011;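 active = mean activation of at least 80% with every replicate also reaching 80%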;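 note: 0% = neutral control wells and 100% = parthenolide positive control wells; values of inactives mirror those of a sister screen read the other way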
# Rtt109 Vps75: inhibitors of C. albicans Rtt109/Vps75 HAT, primary screen, biochemical, ThioGlo CoA-SH fluorescence, plate reader | Histone acetyltransferase RTT109 (Candida albicans (strain SC5314 / ATCC MYA-2876)), … | purified Rtt109/Vps75, 4 h | inhibition, % at 34.9 µM | 330,000 tested, 0.16% active;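 active = inhibition of at least 50% in every replicate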
# Target sequence (Q5AAJ8 whole entry, looked up): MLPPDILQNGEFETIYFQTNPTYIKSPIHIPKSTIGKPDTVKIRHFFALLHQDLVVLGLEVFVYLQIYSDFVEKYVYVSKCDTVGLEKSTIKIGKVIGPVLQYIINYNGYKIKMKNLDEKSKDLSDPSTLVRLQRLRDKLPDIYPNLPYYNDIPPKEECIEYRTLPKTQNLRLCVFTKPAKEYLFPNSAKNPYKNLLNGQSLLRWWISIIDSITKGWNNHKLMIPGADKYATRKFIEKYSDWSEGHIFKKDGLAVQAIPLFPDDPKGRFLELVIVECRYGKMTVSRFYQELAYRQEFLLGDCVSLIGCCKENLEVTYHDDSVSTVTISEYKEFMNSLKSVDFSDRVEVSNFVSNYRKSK
# The depositor's hits bear a star; / = no result given; & = joins results of further samples.
SMILES,dFosB activator,CDK5 p35 inh,HTR5A ag,SR-BI HDL uptake,SR-BI uptake up,RTF Ca sens act,Wnt bcat act,PvdQ inh,MITF act,Rtt109 Vps75
Cn1c(=O)cc(OCC(=O)N2CCN(Cc3ccc4c(c3)OCO4)CC2)c2ccccc21,-7,-0.8,-3,-3,3,2,2,-10,/,1
COC(=O)C1=C(c2c(C)noc2C)C[C@@H]2CC[C@H]1N2C(=O)N1CCCC1,-4,0.1,-2,-18,18,-5,-7,-7,10,-4
O=C1NC(=O)N(c2ccccc2)C(=O)/C1=C\c1ccccc1[N+](=O)[O-],5,1.5,3,-20,20,1,1,-22,/,23
CCCCCn1c(=O)c(C(=O)Nc2ccccn2)c(O)c2ccccc21,-1,-1.4,-3,40,-40,11,-4,-11,/,1
Cc1ccc(N(C)C(=O)Oc2cccc3cccnc23)cc1,3,0.7,-4,-2,2,2,/,-6,15,14
N#Cc1c(/N=C/C2C(=O)NC(=S)NC2=O)sc2c1CCCC2,6,-1.7,5,12,-12,11,-1,3,2,9
O=C(Nc1ccccc1)N1Cc2ccccc2-n2nncc2C1,3,2.0,1,-17,17,-10,-1,6,21,5
CN1CCC(N(C)c2ccc(C(N)=O)cc2[N+](=O)[O-])CC1,8,0.3,/,-24,24,-3,-3,-15,5,-14
NCC(O)c1cc(O)c(O)cc1F (stereo not drawn),6,0.5,-2,-12,12,6,-3,0,4,14
Cc1cc(OCC(=O)NCc2cccnc2)c2c3c(c(=O)oc2c1)CCCC3,-35,1.0,-1,12,-12,-5,1,0,-18,0
COc1ccccc1NC(=O)c1cn(CCC#N)nc1-c1cccc(Cl)c1,4,-0.2,0,34,-34,-3,1,-14,/,-1
COc1ccc(C(C)=O)cc1CC(C(=O)c1ccc(C)c(C)c1)N(C)C (stereo not drawn),-17,-1.5,3,-1,1,1,-2,-5,-8,-2
O=C(c1cc(-c2ccccc2)nc2ccccc12)N1CCC2(CC1)OCCO2,-7,0.5,-2,11,-11,8,-1,-7,5,0
Cc1cc(OCc2ccc([N+](=O)[O-])cc2)c2c3c(c(=O)oc2c1)CCCC3,-10,0.0,4,56,-56,-4,-2,-9,1,-2
CC(Cc1ccsc1)NCc1cn[nH]c1-c1ccc(F)cc1F (stereo not drawn),-10,-0.5,-4,/,/,4,-1,-5,-7,-7
FC(F)(F)c1ccccc1CNCCc1c[nH]c2ccccc12,3,0.4,-3,1,-1,-4,2,-3,0,0
O=C1NC(=O)C(=Cc2ccc(-c3ccc(S(=O)(=O)N4CCOCC4)cc3)o2)C(=O)N1,0,-0.7,0,-8,8,3,-2,-13,-8,2
O=c1[nH]c(=O)n(-c2cccc3ccccc23)c(O)c1/C=N/N1CCCCC1c1cccnc1 (stereo not drawn),-3,-1.2,-2,-7,7,0,4,12,-13,50
Fc1ccccc1CN1CCN(c2ccc(Cl)cc2)CC1,-5,0.1,-5,2,-2,-3,-1,-7,5,6
COC1=CC2[C@@H]3Cc4ccc(OC)c(O)c4[C@]2(CCN3C)CC1=O (stereo partly drawn),-5,5.0,3,-24,24,-3,1,3,1,9
CC(C)(C)C(=O)C(Oc1ccc(Cl)cc1)n1cncn1 (stereo not drawn),5,2.4,2,-14,14,-4,0,0,8,0
CC(N)Cc1c[nH]c2ccc(O)cc12 (stereo not drawn),-5,0.5,35*,-9,9,3,1,-7,-16,-2
Nc1c(Br)cc([N+](=O)[O-])cc1[N+](=O)[O-],5,0.3,0,-2,2,-4,3,-8,6,-9
Cn1c(O)c(C=NC2CCCCCC2)c(=O)[nH]c1=S,-2,-0.4,0,-15,15,-5,10,-14,12,-16
CCCC1C(C#N)=C(N)Oc2c1c(=O)oc1ccccc21 (stereo not drawn),12,-0.4,1,33,-33,-1,/,-13,8,0
# Going on with the list.
SMILES,dFosB activator,CDK5 p35 inh,HTR5A ag,SR-BI HDL uptake,SR-BI uptake up,RTF Ca sens act,Wnt bcat act,PvdQ inh,MITF act,Rtt109 Vps75
CC(C)(C)N1CC(C(=O)c2ccccc2)C1c1ccccc1 (stereo not drawn),-10,-0.6,-1,14,-14,-3,2,5,4,-3
COc1cc(/C=C/C(=O)c2c(O)n(CCc3ccccc3)c(=O)[nH]c2=O)ccc1O,-7,0.0,3,-10,10,13,1,-9,-4,-4
c1ccc(CCN2CCC(N3CCN(c4ccccc4)CC3)CC2)cc1,-9,-2.4,4,-25,25,0,-2,-5,-5,12
O=C(NC(Cc1cnc[nH]1)C(=O)O)c1ccccc1 (stereo not drawn),-9,-8.1,-4,-25,25,-4,2,-8,10,-9
CC(C)c1ccccc1OCC(=O)N1CCCN(C)CC1,11,-2.5,1,0,0,-1,-3,-19,0,0
CNC(=O)O/N=C(\C)Cc1nnn(-c2cc(C)on2)n1,2,2.0,5,-4,4,2,-1,-5,/,-8
CCN(CC)P(=O)(Oc1cccc(C)c1)N(CC)CC,-8,0.0,-4,4,-4,-1,/,-18,-5,0
CC(C)CCn1c(=O)c(C(=O)NCc2ccco2)c(O)c2ccccc21,2,0.7,-2,-13,13,1,0,3,/,12
Cc1cccc(C)c1OC(=O)Cc1ccccc1,2,1.0,-2,0,0,-5,0,-6,1,0
CCOc1ccc(CC2(CCc3ccncc3)C(=O)NC(=O)NC2=O)cc1,2,0.7,0,-4,4,4,0,10,5,-9
Cc1ccc2c(c1)NP(=S)(Oc1ccccc1)N2 (stereo not drawn),-3,-1.4,-2,11,-11,3,2,-6,8,-2
O=C(NCc1cccnc1)Nc1ccccc1Cl,-15,-0.1,-2,0,0,-1,7,3,-10,8
O=C(/C=C/c1c[nH]c2ccccc12)c1c(O)n(CCc2ccccc2)c(=O)[nH]c1=O,22*,-3.6,/,-13,13,/,0,-23,/,6
O=C1NC(=O)[C@]2(Cc3ccccc3N3CCN(c4ccccc4)CC32)C(=O)N1Cc1ccccc1 (stereo partly drawn),-16,-0.5,-3,27,-27,-2,28,-1,-3,-4
Cn1c(O)c(C=Nc2ccccc2Sc2ccccc2)c(=O)n(C)c1=O,-8,-0.1,5,14,-14,8,-4,-1,-4,-9
O=C(Nc1ccccc1)c1c(O)c2c(n(Cc3ccco3)c1=O)CCCC2,2,-0.4,3,37,-37,-2,5,-11,/,-6
C[C@]12CCC(=O)C=C1CC[C@@H]1C2CC[C@]2(C)C(=O)CCC12 (stereo partly drawn),-11,-2.2,1,-16,16,0,2,-4,8,0
CCN(CC)c1ccc(/C=C/[N+](=O)[O-])cc1,-6,-8.9,8,4,-4,19,0,-7,-14,23
COC(=O)[C@]1(C)C[C@H]1[C@H](NP(=O)(c1ccccc1)c1ccccc1)c1ccccc1,7,-1.8,0,-15,15,-3,-1,-5,-2,5
Cc1cnn(C2CCN(C)CC2)c1N,2,1.3,1,-3,3,-1,/,2,7,13
CCOP(=O)(OCC)C(NC(=O)CN1C(=O)c2ccccc2S1(=O)=O)C(Cl)(Cl)Cl (stereo not drawn),3,-1.1,3,-27,27,-6,-1,-5,-10,-8
C=CCN1CC[C@]23c4c5ccc(O)c4O[C@H]2C(=O)CC[C@@]3(O)[C@H]1C5,-1&8,-0.3&0.1,4&1,-11&-10,11&10,-2&-3,1&4,-2&5,-1&0,-3&12
CCNC(=S)NCCC1=c2ccccc2=N/C1=C\c1c(O)n(C)c(=O)n(C)c1=O,-15,1.7,/,-8,8,/,8,-1,/,4
Cc1nc2ccccc2c(=O)n1-c1cccc(O)c1,-4,-1.0,5,-2,2,4,-2,4,-7,-21
Cc1ccc(CN2CCN(Cc3ccccc3)CC2)cc1,-1,1.5,1,-14,14,-3,/,3,-1,9

# An excerpt taken from the entries so far, for reference:
SMILES,dFosB activator,CDK5 p35 inh,HTR5A ag,SR-BI HDL uptake,SR-BI uptake up,RTF Ca sens act,Wnt bcat act,PvdQ inh,MITF act,Rtt109 Vps75
Cc1nc2ccccc2c(=O)n1-c1cccc(O)c1,-4,-1.0,5,-2,2,4,-2,4,-7,-21
Cc1ccc(CN2CCN(Cc3ccccc3)CC2)cc1,-1,1.5,1,-14,14,-3,/,3,-1,9

# Continuation:
SMILES,dFosB activator,CDK5 p35 inh,HTR5A ag,SR-BI HDL uptake,SR-BI uptake up,RTF Ca sens act,Wnt bcat act,PvdQ inh,MITF act,Rtt109 Vps75
Cc1cccc(CN2CCCN(Cc3ccc(Cl)cc3)S2(=O)=O)c1,-2,0.6,0,0,0,-2,-2,-1,9,-6
CCOP(=O)(CCP(=O)(OCC)OCC)OCC.C[CH2][Sn]([Cl])([Cl])[CH2]C,-2,0.8,-4,3,-3,-1,-5,-1,/,3
CCOc1ccc(/C=C2/C(=O)NC(=O)N(CCc3ccc(F)cc3)C2=O)cc1,8,0.1,-3,-29,29,3,26,1,-3,20
Cn1c(O)c(C(=NCCN2CCCCC2)c2ccccc2Cl)c(=O)n(C)c1=O,-6,-0.9,-4,5,-5,1,/,2,/,/
O=C(O)c1cccc2c1NC(C(=O)O)C1CC(Sc3ccccc3[N+](=O)[O-])C(Cl)C21 (stereo not drawn),-13,-1.7,-6,5,-5,-37,-4,-9,12,60*
CCCC1(CCC)C(=O)NC(=Nc2ccccc2)NC1=O,-1,9.8,6,3,-3,-1,/,8,-13,-7
CC12CC[C@H]3[C@@H](CCC4(O)C[C@H](O)CCC34/C=N/NC(=O)c3ccccc3[N+](=O)[O-])C1(O)CCC2C1=CC(=O)OC1 (stereo partly drawn),0,1.7,11*,4,-4,3,-14,4,-6,-8
N#Cc1ccc(OCC(=O)N2CCN(Cc3ccc4c(c3)OCO4)CC2)cc1,1,-1.7,-3,-6,6,0,-1,-17,-6,-4
CC(=O)N1CN2CN(C(C)=O)CC(C(=O)c3ccc([N+](=O)[O-])cc3)(C2)C1,5,-0.6,0,-11,11,-5,-2,-3,-6,11
O=C(c1cc(-c2ccncc2)nc2ccccc12)N1CCC2(CC1)OCCO2,1,1.5,-3,-9,9,2,/,5,-4,-3
COc1cc2[nH]c(=O)n(-c3cccc(Cl)c3)c(=O)c2cc1OC,-6,-0.6,-1,-24,24,-6,-1,6,-1,9
CC1=C(C(=O)Nc2ccccc2)SCCO1,5,0.6,10,4,-4,8,9,3,19,10
CC(c1ccccc1)(c1ccccc1)c1ccncc1,-2,-1.6,-2,2,-2,-2,0,2,-9,10
O=c1[nH]c(=S)n(-c2ccccc2F)c(O)c1C=Nc1ccc(N2CCOCC2)cc1,1,0.6,0,0,0,5,-7,5,-26,/
C=CCn1c(O)c(C=NCCN2CCNCC2)c(=O)[nH]c1=O,-2,-0.1,4,-22,22,3,3,-8,/,-3

# The list is partial, so the mix of outcomes need not match the whole.
